UGM FP inh – inhibitors of M. tuberculosis UDP-galactopyranose mutase | P9WIQ1 | purified UGM, fluorescence polarization probe displacement | inhibition, % at 10 µM | 0.06% of 320,000 active | AID 504406; in the data active = inhibition above about 10%, passing the limit was not always enough
Target sequence (P9WIQ1 whole entry, looked up): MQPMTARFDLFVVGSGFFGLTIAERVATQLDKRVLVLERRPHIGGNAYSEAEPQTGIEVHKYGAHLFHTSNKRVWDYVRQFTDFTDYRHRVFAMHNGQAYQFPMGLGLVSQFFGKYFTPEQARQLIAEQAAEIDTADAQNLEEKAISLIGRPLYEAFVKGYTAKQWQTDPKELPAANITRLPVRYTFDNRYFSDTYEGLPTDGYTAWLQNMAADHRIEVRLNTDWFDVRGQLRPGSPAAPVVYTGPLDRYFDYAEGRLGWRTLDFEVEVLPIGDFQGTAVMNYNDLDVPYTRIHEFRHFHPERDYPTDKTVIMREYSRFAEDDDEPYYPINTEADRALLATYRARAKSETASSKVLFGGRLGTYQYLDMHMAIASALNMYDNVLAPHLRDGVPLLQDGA
FBA Mtb inh – inhibits M. tuberculosis FBA enzyme; purified M. tuberculosis FBA, fluorescence read-out; inhibition, % at 1 µM; 2.3% of 360,000 active; in the data active = inhibition above about 27%;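 note: 0% = vehicle and 100% = reference inhibitor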
Target sequence (P9WQA3 whole entry, looked up): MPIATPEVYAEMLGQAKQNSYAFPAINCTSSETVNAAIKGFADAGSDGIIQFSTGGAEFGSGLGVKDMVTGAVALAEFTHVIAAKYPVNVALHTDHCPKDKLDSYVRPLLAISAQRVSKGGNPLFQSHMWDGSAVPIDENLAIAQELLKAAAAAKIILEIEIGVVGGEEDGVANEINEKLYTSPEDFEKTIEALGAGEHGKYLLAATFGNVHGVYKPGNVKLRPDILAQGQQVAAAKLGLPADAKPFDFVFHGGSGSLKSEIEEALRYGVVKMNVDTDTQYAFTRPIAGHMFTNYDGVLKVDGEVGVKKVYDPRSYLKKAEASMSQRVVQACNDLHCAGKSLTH
SARS 3CLpro inh – SARS-CoV 3CLpro protease inhibition | 0.14% of 290,000 active | recombinant SARS-CoV 3CLpro, quenched FRET peptide cleavage | inhibition, % at 6 µM | P0C6X7; in the data active = inhibition above about 12%
GDH-TPI inh – counter-screen for M. tuberculosis FBA inhibitors: GDH-TPI coupled enzymes. GDH-TPI coupled enzyme counterscreen, NADH absorbance. inhibition, % at 4.8 µM. 1.2% of 360,000 active; in the data active = inhibition above about 30%;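 note: 0% = DMSO wells and 100% = wells lacking the enzyme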
SSB-PriA inh – blocks PriA binding to SSB C-terminal tail. AlphaScreen SSBct-PriA binding, biotinylated peptide. inhibition, % at 33 µM. 0.6% of 430,000 active; in the data active = inhibition mostly above about 37%, no sharp cut-off; inactive = mostly below about 20%;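 note: plate controls were negative control peptide for no effect and reference peptide for full effect; strong numbers were not always called active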
VHR inh abs – inhibitors of human VHR1 phosphatase (DUSP3); recombinant VHR phosphatase, pNPP absorbance; inhibition, % at 13.3 µM; 0.52% of 290,000 active; AID 1654; in the data active = inhibition above about 50%; note: some compounds called inactive have numbers as strong as hits
Target sequence (P51452 whole entry, looked up): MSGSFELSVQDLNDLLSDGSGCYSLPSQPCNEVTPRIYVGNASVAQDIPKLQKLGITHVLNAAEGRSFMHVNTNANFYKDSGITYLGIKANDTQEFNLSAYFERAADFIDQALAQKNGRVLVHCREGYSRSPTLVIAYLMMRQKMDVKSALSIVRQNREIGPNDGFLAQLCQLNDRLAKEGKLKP
Mtb BioA inh – BioA (M. tuberculosis) enzyme inhibition; 0.096% of 360,000 active; inhibition, % at 9.99 µM; AID 602481; purified M. tuberculosis BioA enzyme, plate reader; in the data active = inhibition above about 40%
MazEF act – increases E. coli MazEF RNase cleavage of RNA | FAM/BHQ RNA-DNA oligo cleavage fluorescence, 5 h | 0.32% of 350,000 active | activation, % at 20 µM | P0AE70; in the data active = activation above about 50%
BH1578 lux ind – induces V. cholerae light production without autoinducers; V. cholerae BH1578 lux reporter, luminescence, 6 h; activation, % at 18.7 µM; 0.16% of 350,000 active; in the data active = activation mostly above about 9.7%, no sharp cut-off; note: not every result past the cut was called active; inactives centre near 0; reference of the scale not given here
Rv3671c inh – inhibitors of M. tuberculosis serine protease Rv3671c; inhibition, % at 5.96 µM; AID 2606; 0.048% of 320,000 active; in the data active = inhibition above about 38%;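 note: extracellular domain of Rv3671c used as enzyme; 0% = enzyme with DMSO and 100% = no enzyme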
* hit, by the source's call. These rows are one share of the data. The share of hits here may be higher or lower than overall.

Nc1cc(=O)[nH]c(SCc2ccccc2Cl)n1 was read as UGM FP inh -1.5, FBA Mtb inh 3, SARS 3CLpro inh 4, GDH-TPI inh -5, SSB-PriA inh 1, VHR inh abs -6, Mtb BioA inh -2.0, MazEF act -9, BH1578 lux ind -4.7 and Rv3671c inh 2.
Screening Cc1ccc2cc(CN(CCN3CCOCC3)C(=O)NCc3ccccc3)c(=O)[nH]c2c1C returned FBA Mtb inh -1, SARS 3CLpro inh 3, GDH-TPI inh 8, SSB-PriA inh -1, VHR inh abs 4, Mtb BioA inh 0.8, MazEF act 0 and BH1578 lux ind -0.1.
For CCOC(=O)C1Oc2ccccc2C(c2cccc3ccccc23)=C1C(=O)OC (centres undefined) the results were FBA Mtb inh 0, GDH-TPI inh -1, SSB-PriA inh 0, Mtb BioA inh -1.4, MazEF act 146* and BH1578 lux ind -0.4.
Fc1ccc(NC(=S)N2CCCC(c3ccccc3)=N2)cc1 was read as UGM FP inh 0.8, FBA Mtb inh 0, SARS 3CLpro inh 3, GDH-TPI inh 7, SSB-PriA inh -13, VHR inh abs 13, MazEF act 2, BH1578 lux ind -0.7 and Rv3671c inh 7.
Screening CN(C)CCCOc1nc2c(c(=O)n(C)c(=O)n2C)n1C returned UGM FP inh -2.5, FBA Mtb inh 0, SARS 3CLpro inh 1, GDH-TPI inh 5, SSB-PriA inh -10, VHR inh abs 18, Mtb BioA inh 0.3, MazEF act 7 and Rv3671c inh 12.
For COCCN(C(=O)COC(=O)c1cc2ccccc2cc1O)c1c(N)n(Cc2ccccc2)c(=O)[nH]c1=O the results were UGM FP inh 2.1, FBA Mtb inh -2, GDH-TPI inh 17, SSB-PriA inh 3, Mtb BioA inh 0.3, MazEF act 0, BH1578 lux ind -1.4 and Rv3671c inh -6.
For CCCCCCCNC(=O)C1(CC2CC(c3cccc(Br)c3)=NO2)CCN(C(=O)OC(C)(C)C)CC1 (centres undefined) the results were UGM FP inh 0.5, FBA Mtb inh 1, SARS 3CLpro inh 0, GDH-TPI inh 1, SSB-PriA inh 0, VHR inh abs -10, Mtb BioA inh -0.1, MazEF act 0, BH1578 lux ind -0.4 and Rv3671c inh -10.
COc1cc(OC)cc(-c2cc3nc(C)c(CCC(=O)O)c(=O)n3[nH]2)c1 was read as UGM FP inh -0.3, FBA Mtb inh 23, SARS 3CLpro inh -2, GDH-TPI inh 6, SSB-PriA inh -5, VHR inh abs 29, Mtb BioA inh 0.2, MazEF act 9, BH1578 lux ind -0.3 and Rv3671c inh -3.
`Cc1ccc(S(=O)(=O)NCc2csc(-c3cccs3)n2)cc1` gave UGM FP inh 0.3, FBA Mtb inh 8, SARS 3CLpro inh 3, GDH-TPI inh 11, SSB-PriA inh -11, VHR inh abs 14, MazEF act -4, BH1578 lux ind inactive and Rv3671c inh -2.
O=C(Nc1ccccc1N1CCOCC1)c1ccc(Cl)c(S(=O)(=O)NCc2ccco2)c1 was read as UGM FP inh -0.6, FBA Mtb inh 0, SARS 3CLpro inh 3, GDH-TPI inh 4, SSB-PriA inh -6, VHR inh abs 16, MazEF act 3, BH1578 lux ind -0.4 and Rv3671c inh 8.
`CCOCCCNC(=O)c1oc2ccc3c(c2c1C)C(O)CC(C)(C)O3` (centres undefined) gave UGM FP inh 0.6, FBA Mtb inh 33*, SARS 3CLpro inh -2, GDH-TPI inh 21, SSB-PriA inh 7, VHR inh abs 22, Mtb BioA inh 0.7, MazEF act 2 and BH1578 lux ind 1.3.
`CCOC(=O)C1=C(C)OC(N)=C(C#N)C1c1cc(Cl)c(OCC(N)=O)c(OC)c1` (centres undefined) gave UGM FP inh 2.8, FBA Mtb inh 3, SARS 3CLpro inh 5, GDH-TPI inh -5, SSB-PriA inh 11, VHR inh abs 18, Mtb BioA inh -1.1, MazEF act 4, BH1578 lux ind -0.3 and Rv3671c inh 4.
For O=C(/C=C/c1cccc([N+](=O)[O-])c1)NC(=S)Nc1cccc(NC(=O)c2ccccc2Cl)c1 the results were UGM FP inh 0.6, FBA Mtb inh -5, SARS 3CLpro inh -1, GDH-TPI inh 3, SSB-PriA inh -7, VHR inh abs 0, Mtb BioA inh -0.7, MazEF act 0, BH1578 lux ind -0.6 and Rv3671c inh -9.
`Cc1cc(Cl)ccc1OCC(=O)OCC(=O)NC1CCS(=O)(=O)C1` (centres undefined) gave FBA Mtb inh -4, GDH-TPI inh -3, SSB-PriA inh 9, Mtb BioA inh -1.3, MazEF act 4, BH1578 lux ind 14 and Rv3671c inh -2.
Cc1ccc(NC(=O)Cn2nc(C(=O)O)c3ccccc3c2=O)c([N+](=O)[O-])c1 was read as UGM FP inh -1.0, FBA Mtb inh -1, SARS 3CLpro inh -2, GDH-TPI inh 1, SSB-PriA inh 0, VHR inh abs 33, Mtb BioA inh -2.3, MazEF act -7, BH1578 lux ind -0.3 and Rv3671c inh -2.
`Cc1cccc(CCNC(=O)CCS(=O)(=O)c2ccc(Br)cc2)c1` gave UGM FP inh 0.6, FBA Mtb inh 5, SARS 3CLpro inh 9, GDH-TPI inh 4, SSB-PriA inh -7, VHR inh abs 14, MazEF act 5, BH1578 lux ind -0.3 and Rv3671c inh -8.
`COC(=O)C1C(O)=CC(=O)CC1C` (centres undefined) gave UGM FP inh -1.3, FBA Mtb inh 3, SARS 3CLpro inh -5, GDH-TPI inh 1, SSB-PriA inh 5, VHR inh abs 9, Mtb BioA inh -0.9, MazEF act -1, BH1578 lux ind 0.1 and Rv3671c inh -2.
`COc1ccc(NS(=O)(=O)c2cc(C)ccc2OC)cc1OC` gave UGM FP inh -0.7, FBA Mtb inh 1, SARS 3CLpro inh -2, GDH-TPI inh 10, SSB-PriA inh -12, VHR inh abs -2, Mtb BioA inh -2.4, MazEF act 0, BH1578 lux ind inactive and Rv3671c inh -4.
O=C(O)C[C@H]1c2cc(C(F)(F)F)ccc2S(=O)(=O)N1C1CCCCC1 was read as UGM FP inh -0.3, FBA Mtb inh 3, GDH-TPI inh -1, SSB-PriA inh -7, Mtb BioA inh -1.1, MazEF act 7, BH1578 lux ind -0.8 and Rv3671c inh 0.
`CN(Cc1ccccc1)C(=O)CCC1CCN(C(=O)CCC(F)(F)F)CC1` gave UGM FP inh 4.2, FBA Mtb inh -4, SARS 3CLpro inh 1, GDH-TPI inh 3, SSB-PriA inh -5, VHR inh abs 10, Mtb BioA inh 4.7, MazEF act 4, BH1578 lux ind -0.2 and Rv3671c inh -3.
CCc1ccc(-c2nn(Cc3ccccc3)cc2C(=O)NCC2CCCO2)cc1 (centres undefined) was read as UGM FP inh 2.6, FBA Mtb inh -3, GDH-TPI inh -1, SSB-PriA inh -8, MazEF act -1, BH1578 lux ind -5.2 and Rv3671c inh 3.
`CCCC1(C)NC(=O)c2ccccc2O1` (centres undefined) gave UGM FP inh -1.0, FBA Mtb inh 1, SARS 3CLpro inh -2, GDH-TPI inh 1, SSB-PriA inh -11, VHR inh abs 16, MazEF act 4, BH1578 lux ind -0.4 and Rv3671c inh 6.
CCN(CC)CCCNc1nc(-c2ccccc2)nc2ccccc12 was read as UGM FP inh -2.3, FBA Mtb inh 0, SARS 3CLpro inh -7, GDH-TPI inh 0, SSB-PriA inh -5, VHR inh abs 13, Mtb BioA inh -1.6, MazEF act 4, BH1578 lux ind -7.1 and Rv3671c inh 7.
For O=C(O)c1cc(=O)c2c(OCC(O)COc3cccc4oc(C(=O)O)cc(=O)c34)cccc2o1 the results were FBA Mtb inh -1, SARS 3CLpro inh 0, GDH-TPI inh 25, SSB-PriA inh -11, VHR inh abs -3, Mtb BioA inh -0.8, MazEF act -6 and BH1578 lux ind -0.2.
C/C=C(/C)C(=O)Nc1cccc(C2=NOC3(C2)C[C@@H](C(N)=O)N(C(=O)/C=C/CC)C3)c1 (some centres undefined) was read as UGM FP inh 3.7, FBA Mtb inh 0, GDH-TPI inh 3, SSB-PriA inh -4, VHR inh abs 11, Mtb BioA inh 0.5, MazEF act 2, BH1578 lux ind inactive and Rv3671c inh 10.
Cc1ccc(CS(=O)(=O)CCC(=O)NCCCOC(C)C)cc1 was read as UGM FP inh -1.9, FBA Mtb inh 4, SARS 3CLpro inh -3, GDH-TPI inh 2, SSB-PriA inh -3, VHR inh abs 31, Mtb BioA inh -1.2, MazEF act -2, BH1578 lux ind inactive and Rv3671c inh -8.
For CCOC(=O)CSc1nc2sc3c(c2c(=O)n1-c1ccc(OC)cc1)CCN(C)C3 the results were UGM FP inh 0.5, FBA Mtb inh 2, SARS 3CLpro inh -1, GDH-TPI inh 25, SSB-PriA inh -10, VHR inh abs -7, Mtb BioA inh 9.8, MazEF act 6 and BH1578 lux ind -0.6.
For CC(C)c1ccc2oc(=O)cc(CN3CCCCC3)c2c1 the results were UGM FP inh 1.1, FBA Mtb inh 2, SARS 3CLpro inh -8, GDH-TPI inh 7, SSB-PriA inh -3, VHR inh abs -2, Mtb BioA inh -0.4, MazEF act -5, BH1578 lux ind 1.1 and Rv3671c inh -18.
Screening CN1CCN(c2ccc([N+](=O)[O-])cc2Cl)CC1 returned UGM FP inh -1.4, FBA Mtb inh -5, SARS 3CLpro inh 5, GDH-TPI inh 11, SSB-PriA inh -1, VHR inh abs 2, MazEF act 2, BH1578 lux ind -0.3 and Rv3671c inh 1.
For Cc1ccn(C(=O)c2ccc(NC(=O)C3CC3)cc2)n1 the results were UGM FP inh -3.5, FBA Mtb inh 0, SARS 3CLpro inh 0, GDH-TPI inh 2, SSB-PriA inh -3, VHR inh abs 22, MazEF act 1, BH1578 lux ind 0.5 and Rv3671c inh 8.
Screening COCCCn1c(SCC(=O)c2c(N)n(C3CC3)c(=O)[nH]c2=O)nnc1-c1ccccc1Cl returned FBA Mtb inh 2, GDH-TPI inh 2, Mtb BioA inh -0.5, MazEF act 9 and BH1578 lux ind inactive.
For CCOC(=O)[C@H]1[C@H]2COc3ccc(Cl)cc3[C@@H]2N2C(=O)c3cc(Cl)ccc3NC(=O)[C@@]12C the results were UGM FP inh 1.0, FBA Mtb inh 1, GDH-TPI inh 12, SSB-PriA inh -11, Mtb BioA inh 3.7, MazEF act 1, BH1578 lux ind inactive and Rv3671c inh -60.
O=[N+]([O-])c1cc([N+](=O)[O-])c(Oc2c(F)ccc(F)c2F)cc1NN1CCCCC1 was read as UGM FP inh -3.0, FBA Mtb inh -1, SARS 3CLpro inh -5, GDH-TPI inh 6, SSB-PriA inh 11, VHR inh abs 1, Mtb BioA inh -2.5, MazEF act 1, BH1578 lux ind -0.8 and Rv3671c inh 0.
